S-ASM inh: Inhibitors of Secretory Acid Sphingomyelinase (S-ASM): qHTS. 340,000 tested, 0.006% active. Potency, µM (titrated, usually from 57.5 µM), for the others: top-dose activity change, negative = inhibition, usual class: inhibitors. Sphingomyelin phosphodiesterase (Homo sapiens), P17405. AID 504937, 2011. placental ASM, HMU-PC fluorogenic substrate, 60 min; also: potency is read from the fitted curve at half-maximal effect
Target sequence (P17405 47-631 limits assumed): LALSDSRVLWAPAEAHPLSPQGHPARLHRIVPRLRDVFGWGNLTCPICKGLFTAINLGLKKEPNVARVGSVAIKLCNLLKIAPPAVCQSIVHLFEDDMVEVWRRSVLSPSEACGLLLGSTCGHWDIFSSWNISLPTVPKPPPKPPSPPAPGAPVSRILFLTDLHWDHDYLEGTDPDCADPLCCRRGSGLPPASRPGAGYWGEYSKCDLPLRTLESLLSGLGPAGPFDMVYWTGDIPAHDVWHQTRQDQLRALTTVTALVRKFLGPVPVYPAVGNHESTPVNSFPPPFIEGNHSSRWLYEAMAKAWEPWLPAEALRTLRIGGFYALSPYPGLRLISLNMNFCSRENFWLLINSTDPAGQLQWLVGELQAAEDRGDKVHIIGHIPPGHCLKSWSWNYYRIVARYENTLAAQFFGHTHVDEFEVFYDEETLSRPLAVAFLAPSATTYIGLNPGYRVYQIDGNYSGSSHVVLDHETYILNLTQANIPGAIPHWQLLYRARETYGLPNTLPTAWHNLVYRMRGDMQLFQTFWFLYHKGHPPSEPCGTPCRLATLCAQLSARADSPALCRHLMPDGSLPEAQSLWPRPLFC
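Human placenta-derived ASM enzyme was preincubated with compound for 10 minutes at room temperature, then given fluorogenic substrate HMU-PC0 (9 uM final) for 60 minutes at 37 °C; a pH 10 stop preceded fluorescence reading at Ex 386/Em 447 nm.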
PKM2 act: qHTS Assay for Activators of Human Muscle isoform 2 Pyruvate Kinase. Pyruvate kinase PKM (Homo sapiens), P14618. purified PKM2, Kinase-Glo ATP luminescence, activation; response scale: 0% is enzyme alone, no compound. Potency, µM (top dose mostly 57.5 µM), without a hit: at the highest dose activation, usual class: activators. 260,000 tested, 0.34% active; also: potency is read from the fitted curve at half-maximal effect; % is scaled to controls: 0 for no effect and ±100 for the full control effect; nearly all actives have a fitted effect of over 55% in size
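hPK-M2, >95% pure; 0.1 mM ADP / 0.5 mM PEP final; imidazole pH7.2 buffer w/ 7 mM MgCl2, 50 mM KCl; 1 h RT; Kinase-Glo lum. Intermediate enzyme activity for dual inhibitor/activator qHTS.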
TSG101-PTAP inh: qHTS Assay for Iinhibitors of HIV-1 Budding by Blocking the Interaction of PTAP/TSG101. Tumor susceptibility gene 101 protein (Homo sapiens), Q99816. Fluorescence polarization, FITC-PTAP peptide / Tsg101 binding. Potency, µM (highest dose often 115 µM), for the others: top-dose activity change, negative = inhibition, most hits filed as inhibitors. 340,000 tested, under 10 active. AID 493005, 2010; active = well fitted inhibition curve with a large enough effect in the main read-out, with a control signal flat, not every such curve was filed as active; inconclusive = small, poorly fitted or top-dose-only effect, or effect the other way, or a change in a side signal; inactive = no such curve, though single readings can be large or run the other way; also: potency is read from the fitted curve at half-maximal effect; % of control where 0% means no effect
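Tsg101 binding domain (10 uM final) was mixed with compound and a FITC-labeled PTAP peptide (50 nM final) in HEPES pH 7.5 buffer with NaCl, Tween 20, EDTA and TCEP; fluorescence polarization was read after 20 min at r.t.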
Giardia kill: Small Molecules that selectively kill Giardia lamblia: qHTS; activity change, % at 7.66 µM, hits read low; 340,000 tested, 0.15% active; Giardia lamblia trophozoite viability; in the data active = activity change below about -80%; inconclusive = between about -30% and that limit;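 also: parasites exposed to compound for two days anaerobically before the ATP read; % is scaled to controls: 0 for no effect and ±100 for the full control effect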
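Anaerobic 48 hrs incubation at 37 deg C of 100 trophozoites/well with test compounds; ATPLite 1-Step luminescence, 15-30 min RT, reports cellular ATP as viability.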
Tb PFK inh: qHTS Assay to Find Inhibitors of T. brucei phosphofructokinase; ATP-dependent 6-phosphofructokinase (Trypanosoma brucei brucei), O15648; T. brucei PFK, ADP-Glo luminescence; Potency, µM (titrated, usually from 57.5 µM), for inactives: top-dose activity, negative = inhibition, hits mostly inhibitors; 330,000 tested, 0.17% active;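 also: potency is read from the fitted curve at half-maximal effect; 0% = uninhibited 1x PFK enzyme wells and -100% = no-enzyme wells; nearly all actives have a fitted effect of over 60% in size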
Target sequence (O15648 whole entry, looked up): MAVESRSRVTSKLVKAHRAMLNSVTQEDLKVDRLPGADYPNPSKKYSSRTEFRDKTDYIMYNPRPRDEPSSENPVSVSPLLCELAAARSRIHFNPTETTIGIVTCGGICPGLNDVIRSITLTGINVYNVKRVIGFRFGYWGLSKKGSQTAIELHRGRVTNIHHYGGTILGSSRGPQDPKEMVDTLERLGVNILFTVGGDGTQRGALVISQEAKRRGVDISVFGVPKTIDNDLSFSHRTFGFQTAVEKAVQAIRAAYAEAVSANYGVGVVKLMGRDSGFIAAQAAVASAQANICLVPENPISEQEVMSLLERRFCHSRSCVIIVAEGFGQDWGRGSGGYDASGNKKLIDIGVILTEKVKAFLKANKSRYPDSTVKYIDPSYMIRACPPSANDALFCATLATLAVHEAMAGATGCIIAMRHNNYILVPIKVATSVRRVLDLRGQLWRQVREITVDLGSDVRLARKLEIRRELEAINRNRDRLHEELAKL
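PFK 1.25 nM, F6P 0.5 mM, ATP 0.1 mM, 0.1 M TEA pH 8.0, 5 mM MgCl2, 0.01% Tween20, 0.1% BSA; 45 min RT. ADP-Glo readout. qHTS titration up to 57 uM; curves fitted, compounds curve-classed.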
BCR signal inh: qHTS Assay to Find Inhibitors of Chronic Active B-Cell Receptor Signaling; ABC-DLBCL IkBa-CBG/CBR reporter, luminescence ratio, 4 h; Potency, µM (highest dose often 46.1 µM), without a hit: at the top dose ratio change, negative = lower green/red ratio, usual class: inhibitors; 340,000 tested, 0.05% active; AID 493014, 2011; active = well fitted inhibition curve with a large enough effect in the signal ratio, with a control signal flat, not every such curve was filed as active; inconclusive = small, poorly fitted or top-dose-only effect, or effect the other way, or a change in a side signal; the % refers to the signal ratio;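 also: potency is read from the fitted curve at half-maximal effect; plate controls were basal doxycycline-induced cells for no effect and cells given 10 µM MG132 for full effect; MG132 reads +100%, hits lower the ratio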
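TMD8 ABC-DLBCL cells carrying doxycycline-inducible green luciferase fused to IkappaBalpha plus unfused red luciferase were exposed to compounds (up to 46 uM) for 4 hrs at 37C. Activity came from the overlap-corrected green/red luminescence ratio.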
B2AR arrestin: qHTS assay of beta-arrestin-biased ligands of beta2-adrenergic receptor. beta-arrestin recruitment to beta2AR, cell-based reporter. Potency, µM (top dose mostly 46.1 µM), inactives show at the highest dose activation, actives largely listed as activators. Beta-2 adrenergic receptor (Homo sapiens), P07550. 330,000 tested, 0.02% active;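 also: potency is read from the fitted curve at half-maximal effect; 0% = DMSO controls and full agonism = EC100 isoproterenol or metaproterenol; nearly all actives have a fitted effect of over 65% in size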
Menin-MLL TR inh: qHTS Assay for Inhibitors Targeting the Menin-MLL Interaction in MLL Related Leukemias: Competition With Texas Red Labeled MLL-derived Mutant Peptide; Menin + Texas Red MLL mutant peptide, fluorescence polarization; Potency, µM (top dose mostly 61.6 µM), inactives show at the highest dose FP activity change, negative = inhibition, most hits filed as inhibitors; 270,000 tested, 0.23% active; AID 1768, 2009; active = well fitted inhibition curve with a large enough effect in the polarisation, with a control signal flat, not every such curve was filed as active; inconclusive = small, poorly fitted or top-dose-only effect, or effect the other way, or a change in a side signal; inactive = no such curve, though single readings can be large or run the other way; the % refers to the polarisation; also: potency is read from the fitted curve at half-maximal effect; % of control where 0% means no effect; many of its hits are not listed in these tables
FBPA coupling cs: qHTS Assay for Inhibitors of Fructose-1,6-bisphosphate Aldolase from Giardia Lamblia: Coupling assay counterscreen. AID 2472, 2010. activity change, negative = inhibition, % at 58.2 µM, hits read low. coupling enzyme system counterscreen, AmpLite Red fluorescence. 290,000 tested, 0.67% active; in the data active = activity change below about -30%; also: % is scaled to controls: 0 for no effect and ±100 for the full control effect
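Coupling enzymes only (glyceraldehyde-3-phosphate) + compound, at 57.5 uM final, 10 min RT; add substrate/coupling/AmpLite Red mix, 20 min RT; fluorescence ex 525/em 598 nm. Actives flag coupling-system interference.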
GALK inh: qHTS Assay for Inhibitors of Human Galactokinase (GALK); P51570; Purified GALK, Kinase-Glo residual ATP luminescence; Potency, µM (doses to about 57.5 µM), for the others: at the highest dose activity change, negative = inhibition, actives largely listed as inhibitors; 270,000 tested, 0.007% active; AID 1868, 2009; also: potency is read from the fitted curve at half-maximal effect; % is scaled to controls: 0 for no effect and ±100 for the full control effect
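Human GALK (5 nM) with 35 uM ATP and 100 uM galactose in 20 mM HEPES pH 8.0, 5 mM MgCl2, 60 mM NaCl, 1 mM DTT, 0.01% BSA. After 1 h at room temperature, leftover ATP was read by Kinase-Glo Plus luminescence.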
Integrin act MD: qHTS for Activators of Integrin-Mediated Alleviation for Muscular Dystrophy; alpha7betagal myoblasts, beta-gal FDG fluorescence, 48 h; Potency, µM (titrated, usually from 38.3 µM), inactives show at the highest dose activation, hits mostly activators; 350,000 tested, 0.064% active; AID 624291, 2012;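 also: potency is read from the fitted curve at half-maximal effect; 100% = response of the positive control SU9516; nearly all actives have a fitted effect of over 60% in size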
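Alpha7betagal+/- myoblasts (passage 13) were plated 16-24 hr, then exposed to compounds (1:260 dilution of DMSO stock) for 48 hours at 37C. After MPER lysis, β-galactosidase reporter activity was read as FDG fluorescence (ex 480/em 540) after 30 minutes.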
Numbers without * were called inactive; ? = inconclusive; . = no result given; [ ] = dose if it differs, or a comment. Unless noted, calls follow the shape of the dose curve; as a rule, active = well fitted curve in the direction sought with a large enough effect; inconclusive = small, poorly fitted or top-dose-only effect, or another doubt; inactive = no such curve, though single readings can be large; an effect the other way counts as inactive or inconclusive. Some of the compounds tested; rates above refer to the full screens.

SMILES	S-ASM inh	PKM2 act	TSG101-PTAP inh	Giardia kill	Tb PFK inh	BCR signal inh	B2AR arrestin	Menin-MLL TR inh	FBPA coupling cs	GALK inh	Integrin act MD
COc1cc(/C=C/c2ccc3cccc([N+](=O)[O-])c3n2)ccc1OCC(=O)O	0%	8%	-2%	-2	?	-2%	0.3%	?	2	8%	12%
CC1CCC(C(C)C)C(OC(=O)COC(=O)c2cc(O)ccc2N)C1 (stereo not drawn)	.	2%	-2%	25	-2%	-2%	-2.6%	9%	-4	0%	-6%
Cc1ccc(CNC(=O)C2=CCN(S(=O)(=O)c3ccc(C)cc3)CC2)cc1	.	30%	.	.	-5%	0%	-0.3%	-3%	0	.	.
Nc1ccc(-c2nnnn2-c2ccc(N)cc2)cc1	-2%	12%	-3%	0	2%	1%	0.3%	-4%	-1	3%	5%
CCOC(=O)c1sc(NC(=O)c2cc3ccccc3o2)nc1C	-4%	-1%	1%	-4	-4%	?	0.1%	9%	3	-2%	-5%
CCN1CCN(c2ccc(S(=O)(=O)N3CCOCC3)cc2NC(=O)c2cc(Cl)nc3ccccc23)CC1	-3%	.	-2%	-25	-1%	0%	-1.0%	.	.	.	-26%
COC(=O)Cn1nc(-c2ccccc2)c2ccccc21	4%	-9%	-2%	7	-1%	0%	-0.1%	9%	1	-1%	0%
Nc1cccnc1Sc1cccc(Cl)c1	4%	13%	-8%	1	?	-1%	-0.1%	?	3	.	6%
Cc1cc2nc3n(c2cc1C)CC1CC(C(=O)NCCC(C)C)N(C)C31 (stereo not drawn)	4%	.	0%	-12	0%	-4%	-0.2%	.	.	.	10%
CCCC(C)c1nnc(NC(=O)CN2C(=O)c3ccccc3C2=O)s1 (stereo not drawn)	-1%	2%	-6%	4	-17%	5%	-0.6%	0%	-1	1%	-13%
COc1ccc(/C(=N/O)C(C)(C)NO)cc1	-2%	-1%	0%	-11	0%	0%	-0.4%	6%	1	4%	26%
COc1ccc(CN(C)Cc2ccccc2)c(OC)c1OC	2%	1%	1%	7	0%	1%	0.0%	-12%	1	0%	5%
COC(=O)C1(CO)NC(c2ccc(C)cc2)C2C(=O)N(c3ccccc3)C(=O)C21 (stereo not drawn)	1%	-3%[11.5 µM]	-2%	0	1%	1%	-0.1%	7%	1	-6%	16%
CCOC(=O)C1=C(C)C/C(=N\NC(=O)c2ccccc2O)CC1	-2%	-20%	-2%	-6	11%	?	-0.2%	.	-2	7%	?
CN(Cc1ccco1)C(=O)C(Cc1ccccc1)NS(=O)(=O)c1ccc2c(c1)CCC(=O)N2 (stereo not drawn)	1%	1%	0%	-8	-3%	-4%	0.0%	-3%	4	2%	0%
COc1cccc(CN2CCNC(=O)C2CC(=O)NCCCN2CCCC2=O)c1 (stereo not drawn)	4%	.	-5%	2	-1%	-10%	0.4%	.	.	4%	-21%
COc1cccc(Nc2nc(N)c([N+](=O)[O-])c(N3CCOCC3)n2)c1	-3%	.	-1%	9	-4%	-6%	0.3%	48%[activator]	-2	5%	0%
Cc1cccc(OCc2nnc(SCC(=O)N3CCc4ccccc43)n2C)c1	-3%	10%	1%	-7	-3%	4%	0.0%	-15%	3	5%	39%
Cc1ccc(S(=O)(=O)NC2=NCN(CCOC(=O)c3ccccc3)CN2)cc1	0%	4%	-11%	11	-6%	?	0.0%	.	5	2%	3%
Cc1c(Cl)cccc1NC(=O)C1C2C=CC(C2)C1C(=O)O (stereo not drawn)	2%	5%	-2%	12	-4%	7%	-0.4%	13%	-2	-4%	-13%
C#CCOCCOCCOCCNc1nc(N2CCN(C(=O)[C@H]([C@@H](C)CC)n3cc([C@@H](N)Cc4ccc(O)cc4)nn3)CC2)nc(N2CCN(C(=O)[C@H](Cc3cc4ccccc4[nH]3)n3cc([C@@H](N)C(C)CC)nn3)CC2)n1 (stereo partly drawn)	.	5%	.	.	4%	-19%	-0.5%	?	-1	-2%	.
O=C(c1cccc(Cl)c1)C1CCCN(Cc2ccc(N3CCNC3=O)cc2)C1 (stereo not drawn)	-1%	0%	-1%	7	-3%	0%	-0.2%	?	-1	0%	-43%
NC(=O)[C@@H]1[C@@H]2C(=O)N(c3ccc(F)cc3)C(=O)[C@@H]2[C@H]2C=Cc3ccccc3N21	34%[activator]	?	?	13	-8%	?	0.2%	10%	-20	5%	13%
COc1ccc(-c2nc(SC)n(C(=O)c3ccco3)n2)cc1	-1%	1%	0%	2	-2%	?	0.1%	?	0	-1%	7%
O=c1c2cn[nH]c2[nH]c(=S)n1-c1ccccc1	1%	0%	-3%	7	-10%	15%	-0.6%	4%	-4	-2%	-2%
CC(=O)Nc1ccc(NS(=O)(=O)c2cc(-c3cnc(C4CC4)o3)ccc2C)cc1	1%	.	2%	3	-15%	?	0.2%	.	.	1%	-22%
Cc1ccc(-n2c(SCC(N)=O)nc3c(oc4ccccc43)c2=O)cc1	1%	.	-2%	-8	4%	-9%	-1.0%	?	-4	-1%	11%
Cc1ccnc(NC(=O)CCC2CCCCC2)c1	2%	0%	-2%	4	0%	?	0.0%	35%[activator]	-1	0%	-25%[7.66 µM]
O=C(O)COC(=O)C1C(c2ccccc2)C(C(=O)O)C1c1ccccc1 (stereo not drawn)	7%	2%	0%	-13	-10%	3%	-1.1%	9%	-2	1%	16%
CC12C=CC3(CN(Cc4ccccc4)C(=O)C3C1C(=O)NCc1ccco1)O2 (stereo not drawn)	1%	-2%	-4%	0	-8%	6%	-0.2%	-2%	2	-1%	10%
CCN(CC)S(=O)(=O)c1ccc2c(c1)nc(CCC(=O)OCC(=O)Nc1c(F)cccc1F)n2C	5%	-20%	-3%	-8	-1%	2%	-0.2%	2%	2	0%	9%
Cc1cc(NC(=O)CN(C)S(=O)(=O)c2cnc[nH]2)ccc1Br	-2%	.	-3%	-6	0%	-2%	-0.2%	.	.	3%	-1%
O=C(Nc1ccc(Br)cc1)C1CCC(=O)N1Cc1ccccc1Cl (stereo not drawn)	-1%	-18%	-1%	-9	6%	-11%	0.1%	16%	0	-1%	-1%
CCOC(=O)CNC(=S)N1CCn2c(nc3ccccc32)C1	2%	13%	-5%	-19	-3%	?	-1.1%	-3%	3	0%	2%
COc1cc(CC(=O)OCC(=O)NCc2cccs2)cc(OC)c1OC	5%	.	-5%	-19	14%	?	-0.1%	.	.	.	4%
Cc1csc(NC(=O)CSc2nnc(-c3ccco3)n2C)n1	0%	1%	-1%	12	-2%	2%	0.0%	-14%	0	2%	18%
CCC(C)[C@H]1CNC(=S)N1CCc1cc(C(F)(F)F)cc(C(F)(F)F)c1 (stereo partly drawn)	1%	-1%	-1%	-16	-3%	-12%	0.0%	?	-3	4%	-46%[inhibitor]
OCC[C@@H]1C[C@H](O)[C@@H](O)[C@]2(Cc3ccccc3O2)O1	4%	1%	0%	-8	0%	-12%	2.9%	8%	0	.	-7%
CC(=O)Nc1ccc(N2C(=O)CC(N3CC(C)OC(C)C3)C2=O)cc1 (stereo not drawn)	-1%	-4%	-12%	-23	-1%	3%	0.3%	-7%	-2	6%	-14%
CC(=O)N1Cc2ccccc2C(C)CC12CCCCC2 (stereo not drawn)	-2%	-5%	-2%	9	-2%	0%	-1.0%	-7%	-5	1%	-5%
Cc1c(Cl)cccc1N/C(=N/S(=O)(=O)c1cccs1)c1ccccc1	-4%	7%	-5%	-1	-1%	?	-0.7%	13%	2	2%	4%
